Screening data as filed in PubChem.
Tau fluor cs = counter-screen for tau fibril formation inhibitors | tau K18 P301L Alexa594 fluorescence, heparin fibrillization | Potency, µM (doses to about 57.7 µM), for the others: top-dose activity change, negative = decrease | 0.93% of 280,000 active | AID 1463; also: % is scaled to controls: 0 for no effect and ±100 for the full control effect; nearly all actives have a fitted effect of over 55% in size
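Human tau K18 P301L (15 uM unlabeled, 0.24 uM Alexa 594-labeled) in 100 mM sodium acetate pH 7 with 20 uM heparin, 6 hr at 37 C. ThT 30 uM added, 1 hr ambient; Alexa 594 FP and total fluorescence read at 555/632 nm.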
JMJD2E inh = JMJD2E (human) inhibition; B2RXH2; AID 2147; 1.6% of 230,000 active; JMJD2E catalytic domain, FDH-coupled NADH fluorescence (FDH is formaldehyde dehydrogenase); Potency, µM (titrated, usually from 57.1 µM), inactives show at the highest dose activity change, negative = inhibition, most hits filed as inhibitors; active = well fitted inhibition curve with a large enough effect, not every such curve was filed as active; inconclusive = small, poorly fitted or top-dose-only effect, or another doubt; inactive = no such curve, though single readings can be large or run the other way;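 also: 0% = wells with enzyme and -100% = buffer wells without enzyme; nearly all actives have a fitted effect of over 50% in size; many of its hits are not listed in these tables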
Target sequence (B2RXH2 1-337 limits assumed): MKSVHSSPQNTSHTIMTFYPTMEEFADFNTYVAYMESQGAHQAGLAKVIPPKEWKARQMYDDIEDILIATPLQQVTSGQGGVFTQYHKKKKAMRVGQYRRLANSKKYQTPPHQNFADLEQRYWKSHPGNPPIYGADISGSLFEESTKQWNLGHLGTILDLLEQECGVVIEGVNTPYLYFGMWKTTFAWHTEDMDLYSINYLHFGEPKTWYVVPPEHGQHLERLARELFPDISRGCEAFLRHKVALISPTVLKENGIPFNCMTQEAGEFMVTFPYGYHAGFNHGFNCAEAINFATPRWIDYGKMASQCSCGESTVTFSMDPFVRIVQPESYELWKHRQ
HTT cytoprotect = cytoprotection in Huntington HTT-Q103 PC12 cell model; PC12 HTT-Q103 induced, cytoprotection, ATP luminescence, 40 h; Potency, µM (doses to about 56.4 µM), inactives show cytoprotection (ATP increase), usual class: activators; 0.14% of 230,000 active; AID 1471;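 also: % of control where 0% means no effect; nearly all actives have a fitted effect of over 45% in size; toxic huntingtin expression switched on by the ecdysone agonist tebufenozide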
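Stable PC12 Q103-GFP cells in serum-supplemented, phenol red-free DMEM; induction by tebufenozide at 100 nM final; compound dose series; cell viability quantified luminescently from ATP.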
Tau fibril ThT = inhibitors of human tau fibril formation, thioflavin T binding. P10636. recombinant tau K18 P301L, heparin-induced fibrillization, ThT fluorescence. Potency, µM (doses to about 57.4 µM), for inactives: at the highest dose activity, negative = inhibition, hits mostly inhibitors. 2.1% of 270,000 active; also: % is scaled to controls: 0 for no effect and ±100 for the full control effect; nearly all actives have a fitted effect of over 55% in size
Target sequence (P10636 561-689 P618L limits assumed): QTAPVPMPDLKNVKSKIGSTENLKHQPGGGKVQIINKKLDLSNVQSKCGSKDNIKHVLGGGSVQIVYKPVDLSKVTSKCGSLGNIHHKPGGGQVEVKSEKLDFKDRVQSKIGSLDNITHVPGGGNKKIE
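Recombinant human tau K18 fragment […] carrying P301L, 15 uM unlabeled plus 0.24 uM Alexa 594-labeled, was fibrillized with 20 uM heparin in 100 mM sodium acetate pH 7 for 6 hr at 37 C; 30 uM ThT fluorescence read after 1 hr.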
Tau fibril FP = tau fibrillization inhibition (FP); P10636; K18 P301L tau heparin fibrillization, Alexa594 FP, 6 h; Potency, µM (series often up to 57.7 µM), for the others: at the highest dose activity, negative = inhibition, most hits filed as inhibitors; 0.39% of 280,000 active; also: % is scaled to controls: 0 for no effect and ±100 for the full control effect; nearly all actives have a fitted effect of over 55% in size
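Heparin (20 uM) drove fibril formation of recombinant tau K18 P301L, 15 uM unlabeled with 0.24 uM Alexa 594 label, for 6 hr at 37 C in 100 mM sodium acetate pH 7. Fluorescence polarization (555/632 nm) read 1 hr after 30 uM ThT.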
SMN2 splice up = increases expression of the SMN2 splice variant. HEK293 SMN2-luciferase splicing reporter, luminescence, 30-36 h. Potency, µM (top dose mostly 46.1 µM), for inactives: top-dose activity change, positive = activation, usual class: activators. 2.8% of 210,000 active. AID 1458; also: % of control where 0% means no effect; nearly all actives have a fitted effect of over 55% in size
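HEK293 cells carry an SMN2 […]–luciferase reporter in which exon 7 inclusion puts luciferase in frame. Cells were plated 10-12 h before compound addition, then incubated 30-36 h at 37C. ONE-Glo luminescence was read; sodium butyrate at 4.5 mM final served as control.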
HTT aggregate = mutant huntingtin aggregation inhibition; PC12 HttQ103-GFP aggregates, Acumen cytometry, 40 h; Potency, µM (top dose mostly 46.1 µM), inactives show top-dose activity change, negative = inhibition, actives largely listed as inhibitors; AID 1688; 1.1% of 220,000 active; also: % is scaled to controls: 0 for no effect and ±100 for the full control effect; nearly all actives have a fitted effect of over 60% in size
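Huntingtin Q103 exon 1–GFP aggregates in induced PC12 cells (100 nM tebufenozide) were quantified by cytometry from lysates, with compounds dosed in titration.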
ALDH1A1 block = ALDH1A1 (human) enzyme inhibition; Purified ALDH1A1, NADH fluorescence, propionaldehyde substrate; Potency, µM (titrated, usually from 75.3 µM), without a hit: at the top dose activity, negative = inhibition, most hits filed as inhibitors; 7.3% of 220,000 active; AID 1030; P00352; active = well fitted inhibition curve with a large enough effect, not every such curve was filed as active; inconclusive = small, poorly fitted or top-dose-only effect, or another doubt; inactive = no such curve, though single readings can be large or run the other way;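 also: plate controls were no enzyme wells and a reference inhibitor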
Target sequence (P00352 whole entry, looked up): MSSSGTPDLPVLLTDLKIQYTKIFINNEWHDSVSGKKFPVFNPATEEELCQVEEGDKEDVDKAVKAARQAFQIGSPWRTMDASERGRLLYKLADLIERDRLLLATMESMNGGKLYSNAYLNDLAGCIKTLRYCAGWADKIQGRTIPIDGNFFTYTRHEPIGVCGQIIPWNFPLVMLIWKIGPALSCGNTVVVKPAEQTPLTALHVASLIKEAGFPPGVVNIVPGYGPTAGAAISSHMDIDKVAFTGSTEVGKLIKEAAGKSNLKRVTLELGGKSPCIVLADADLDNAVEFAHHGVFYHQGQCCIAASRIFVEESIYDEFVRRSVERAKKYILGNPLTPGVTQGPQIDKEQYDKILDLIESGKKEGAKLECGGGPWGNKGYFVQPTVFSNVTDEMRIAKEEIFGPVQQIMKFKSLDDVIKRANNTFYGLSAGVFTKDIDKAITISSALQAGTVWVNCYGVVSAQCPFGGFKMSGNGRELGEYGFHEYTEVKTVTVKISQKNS
* = called active by the depositor; ? = inconclusive; . = no result given; & = joins results of further samples; [ ] = remark or other dose. Unless noted, calls follow the shape of the dose curve; as a rule, active = well fitted curve in the direction sought with a large enough effect; inconclusive = small, poorly fitted or top-dose-only effect, or another doubt; inactive = no such curve, though single readings can be large; an effect the other way counts as inactive or inconclusive. Potency is read from the fitted curve at half-maximal effect. Some of the compounds tested (hit frequency here may not be typical).

Compound	Tau fluor cs	JMJD2E inh	HTT cytoprotect	Tau fibril ThT	Tau fibril FP	SMN2 splice up	HTT aggregate	ALDH1A1 block
CC(NC(=O)CN(C)CC(=O)Nc1ccc(F)c(F)c1F)c1ccccc1 (stereo unspecified)	2%	8%	-8%[10 µM]	1%	4%	-4%	11%	8%
Cc1cc(N)n(-c2ccc(Oc3ccccc3)c(S(=O)(=O)O)c2)n1	6%	0%	.	-18%	4%	7%	-2%	15%
CCCCOc1ccc(-c2c(C#N)c(N)[nH]c(=S)c2C#N)cc1	-19%	-1%	9%[10 µM]	?	4%	.	-5%[9.22 µM]	.
CN(C)CCCN(Cc1cc2cc3c(cc2[nH]c1=O)OCO3)C(=S)NCc1ccco1	-6%	?	7%[10 µM]	-9%	-6%	.	5%[9.22 µM]	?
COC(=O)c1ccc(C(NC(=O)OCc2ccccc2)/C(=C/[C@@H](C)C(=O)NCc2cc(C)n(C)n2)c2cccnc2)cc1 (stereo partly specified)	3%	14%	3%	5%	1%	-10%	.	10%
Cc1ccc(NC(=S)NNC(=O)c2ccco2)cc1	-2%	-1%	-8%[10 µM]	1%	3%	11µM*	-19%	?
COc1ccc(CCNC(=O)c2ccc(CNS(=O)(=O)c3ccc(C(C)(C)C)cc3)cc2)cc1OC	-11%	-2%	-14%[10 µM]	-4%	1%	-2%	3%	?
Cn1cc(/C=C2\SC(=O)NC2=S)c2ccccc21	?	-4%	-37%	2µM*	?	-12%	?	1.4µM*
CCOC(=O)CNC(=O)CSc1ccc2nnc(-c3cccnc3)n2n1	1%	?	0%	-7%	1%	-1%	-17%	?
O=C(NCCCN1CCOCC1)[C@@H]1CSC2c3ccccc3C(=O)N21 (stereo partly specified)	-12%	0%	-15%	-25%	-5%	11%	-8%	-3%
CC(=O)Oc1ccc(C(=O)Nc2cccc(C(=O)NC(C)(C)C)c2)cc1	-7%	4%	-81%[inhibitor]	-14%	-12%	-23%	-11%	-9%
O=C1/C(=C/c2ccncc2)SC(=S)N1C1CCS(=O)(=O)C1 (stereo unspecified)	-8%	?	-70%[inhibitor]	?	?	-4%	?	22µM*

The listing continues.
Compound	Tau fluor cs	JMJD2E inh	HTT cytoprotect	Tau fibril ThT	Tau fibril FP	SMN2 splice up	HTT aggregate	ALDH1A1 block
O=C(c1cccnc1)N1CCC(c2nc3ccccc3[nH]2)CC1	3%	6%	-1%	3%	-8%	-2%	-14%	5%
CC(Cc1ccccc1)C(=O)N(C)Cc1cccnc1 (stereo unspecified)	-19%	-2%	.	-14%	-1%	5%	-8%	-6%
COc1ccc(N2CC(NC(=O)Nc3ccccc3)CC2=O)cc1 (stereo unspecified)	-11%	3%	4%	-11%	-13%	-5%	-19%	-1%
CN(C)c1ccc(C(=O)c2ccc(N(C)C)c3ccccc23)cc1	?	-17%	-79%[inhibitor][1.9 µM]	?	-7%	?	?	5%
O=C1OC(c2ccccc2)=NC12CC2c1ccc(Cl)cc1 (stereo unspecified)	5%	5%	.	?	-5%	0%	12%	28µM*
C[C@@H](C(=O)Nc1ccc2ccccc2c1)[C@@H]1C[C@@]1(C)[C@@H](NS(=O)(=O)c1ccc2ccccc2c1)c1ccccc1	-23%	14µM*	14%	-4%	?	-12%	.	-8%
COc1ccc(C(OC(=O)c2ccco2)C(=O)NC2CCCCC2)cc1OC (stereo unspecified)	-2%	0%	12%[10 µM]	-4%	5%	-15%	1%	2%
NC(=O)OCC(COC(N)=O)c1ccccc1	-12%&-4%&-7%	5%&7%&-9%	-5%	-7%&-2%&-6%	-3%&0%&0%	?	-9%&16%	-8%&-3%&-8%
COC(=O)c1ccc(C(=O)OC)c(NC(=O)CN2CCN(c3ccccc3)CC2)c1	-10%	1%	-6%	-16%	8%	-15%	-16%	?
COC(=O)C(C(C)=O)C(=O)C(Cc1ccccc1)NC(=O)OCc1ccccc1 (stereo unspecified)	-5%[11.6 µM]	.	-20%[10 µM]	-8%[11.5 µM]	-4%[11.6 µM]	.	.	?
COc1ccc(C(=O)Cc2ccc3c(c2)OCO3)c(O)c1	6%	-2%	-17%[10 µM]	2%	7%	5.6µM*	-9%	-1%
O=C1OCC(CO)(CO)N=C1NNc1ccc(Cl)c(Cl)c1	-10%	4%	-14%	-9%	3%	7%	6%	0%

(cont.)
Compound	Tau fluor cs	JMJD2E inh	HTT cytoprotect	Tau fibril ThT	Tau fibril FP	SMN2 splice up	HTT aggregate	ALDH1A1 block
Cc1ccc(C)c(N(CC(=O)NC2CCCC2)C(=O)CCCC(=O)Nc2ccccn2)c1	1%	1%	8%[10 µM]	5%	-2%	16%	-17%	-2%
COc1ccc(C2COC(=O)C2=N)c(NC(=O)c2ccc(Cl)cc2)c1 (stereo unspecified)	-10%	-6%	24%[10 µM]	-3%	1%	10%	-4%	-13%
C=CCSc1nnc(NC(=O)CSc2ccccn2)s1	1%	7%	-5%[0.074 µM]	4%	8%	-20%	16%	-8%
CCOC(=O)Cc1csc(NC(=O)CC(C)(C)C)n1	-5%	3%	-4%	0%	3%	-7%	8%	9%
CC(C)(C)c1nnc2sc(SCCN3C(=O)c4ccccc4C3=O)nn2c1=O	-6%	-3%	7%	-10%	-4%	0%	2%	-2%
Cc1ccc(-c2nc3cccnc3o2)cc1NC(=O)COc1ccc(Cl)cc1C	-2%	9%	-25%	?	6%	.	9%	15%
Cc1cccc(N(CC(=O)NC2CCCC2)C(=O)c2cc3cc4cccc(C)c4nc3s2)c1C	-13%	?	-87%[inhibitor]	-16%	?	-19%	?	-14%
OC1(c2cccs2)CN(c2ccc(Cl)cc2)C2=[N+]1CCCC2 (stereo unspecified)	5%	0%	-23%	2%	10%	-13%	4%	5%
CN(C(=O)c1ccc(COc2ccccc2Br)o1)c1ccccc1	-10%	4%	.	-17%	5%	-15%	?	-6%
COc1ccc(C(=O)NC(=S)NCc2cccnc2)cc1OC	-11%	-2%	-7%[10 µM]	-12%	-9%	.	4%[9.22 µM]	?
Cc1ccccc1N(CC(=O)Nc1ccccc1C(=O)NCc1ccco1)S(=O)(=O)c1ccccc1	?	?	-8%[10 µM]	-4%	-13%	-21%	5%	?
CCCCN1C(=O)C(O)(CC(=O)c2c(C)coc2C)c2ccccc21 (stereo unspecified)	-6%	3%	-27%	-8%	8%	8%	20%	10µM*

The listing continues:
Compound	Tau fluor cs	JMJD2E inh	HTT cytoprotect	Tau fibril ThT	Tau fibril FP	SMN2 splice up	HTT aggregate	ALDH1A1 block
Cc1nn(CC(=O)N2CCN(c3cccc(C(F)(F)F)c3)CC2)c(=O)c2cc3sccc3n12	-3%	.	.	4%	-16%	-6%	.	.
CCOC(=O)c1sc(Nc2cccc(Cl)c2)nc1C	?	?	-4%[10 µM]	?	3%	.	-22%[9.22 µM]	?
O=C(O)CCSc1ccc2ccccc2n1	-9%&-5%	1%&-2%	-14%&-17%	-13%&4%	4%&1%	-9%&3%	9%&-6%	0%&6%
CC(C)(C)C(=O)Nc1ccccc1C(=O)Nc1cccnc1	-6%	5%	-4%	-7%	2%	0%	6%	5%
Cc1cc(-c2ccccc2)c2c(n1)sc1c(O)cc(=O)[nH]c12	8%	?	19%[10 µM]	.	0%	.	-5%[9.22 µM]	.
Cc1nc2ccc(NS(=O)(=O)c3ccc(F)cc3)cc2s1	4%	-4%	-31%[inhibitor]	6%	2%	-31%[inhibitor]	?	4%
O=C1CSC(c2ccc3c(c2)OCO3)N1c1ccc(Oc2ccccc2)cc1 (stereo unspecified)	-12%	-6%	-66%[inhibitor]	-11%	6%	-22%	?	?
Cc1ccc(S(=O)(=O)N2CCCC2C(=O)Nc2nc3c(s2)CCCC3)cc1 (stereo unspecified)	-6%	-5%	15%[10 µM]	-2%	5%	-63%[inhibitor]	-31%	-15%
CCOc1cc(C(=O)Nc2ccc3oc(-c4ccc(F)cc4Cl)nc3c2)cc(OCC)c1OCC	-27%	.	.	-15%	?	12%	.	.
COc1cccc(NC(=O)CCc2nnc3n(Cc4ccccc4Cl)c(=O)c4ccccc4n23)c1	-13%	.	.	0%	-10%	-9%	.	.
C/C(=N/NC(=O)c1cccs1)c1c(C)[nH]n(-c2nc3ccccc3s2)c1=O	-13%	?	-59%[inhibitor][10 µM]	?	9%	11µM*	-1%	0%
O=C(Nc1cc2c3c(c1)C1CCCC1CN3CC1CCCC21)c1ccc([N+](=O)[O-])cc1 (stereo unspecified)	?	-25%	-7%	?	?	-10%	-31%	10%

(more compounds)
Compound	Tau fluor cs	JMJD2E inh	HTT cytoprotect	Tau fibril ThT	Tau fibril FP	SMN2 splice up	HTT aggregate	ALDH1A1 block
CC(/C=C/c1ccccc1)=N\NC(=O)C1CC1(C)c1ccccc1 (stereo unspecified)	-8%	-4%	9%[10 µM]	?	4%	-38%[inhibitor]	-9%	6%
CN(C)Cc1cnc2ccc(Cl)cn12	2%	2%	7%	-2%	-3%	10%	-5%	3%
Cc1noc(C)c1CSc1nnc(-c2ccccc2)n1N	-11%	-7%	-7%	-17%	-16%	-9%	0%	10µM*
Cc1ccc(S(=O)(=O)NCC(=O)OC2CCOC2=O)cc1 (stereo unspecified)	-7%	6%	-14%[10 µM]	-7%	-4%	-4%	2%	-2%
Cc1cc2nc(-c3cc(N4CCOCC4)ccc3[N+](=O)[O-])ccn2n1	-6%	1%	-24%	-17%	-2%	7%	6%	-8%
Cc1ccc(CNC(=O)CC2Sc3ccccc3NC2=O)cc1 (stereo unspecified)	-6%	3%	17%[10 µM]	-7%	-5%	.	21%[9.22 µM]	13%
NC(=O)Cn1nnc(-c2ccc(CN3CCCCC3)cc2)n1	-1%	5%	15%[10 µM]	0%	3%	.	9%[9.22 µM]	16%
COC(=O)c1cc2n(n1)CCN(Cc1ccc(OC)cc1)C2=O	1%	7%	-12%	-6%	3%	?	0%	21%
CCOC(=O)c1ccc(NC(=O)CCC(CC)C(=O)O)cc1 (stereo unspecified)	-10%	7%	-23%	-3%	-7%	26%	-13%	0%
COc1ccc(-c2cn3cccc(C)c3n2)cc1F	-1%	-1%	-60%	0%	3%	5.6µM*	26%[9.22 µM]	?
